# GAA glycogen: GAA glycogen-cleavage inhibition or activation | 300,000 tested, 0.38% active | Potency, µM (series often up to 76.4 µM), for the others: top-dose activity change, negative = inhibition, actives largely listed as inhibitors | recombinant GAA, glycogen substrate, Amplex Red glucose oxidase fluorescence | P10253;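 further: 0% = full enzyme reaction and -100% = no-enzyme basal signal; the screen sought inhibitors and activators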
#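 Natural-substrate format: glycogen cleavage by 4 nM human enzyme, glucose read by Amplex Red coupling (Ex 573, Em 610 nm). Normalized to enzyme and no-enzyme controls.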
# Tau fluor counter: counter-screen for tau fibril formation inhibitors | tau K18 P301L Alexa594 fluorescence, heparin fibrillization | Potency, µM (series often up to 57.7 µM), without a hit: at the highest dose activity change, negative = decrease | 280,000 tested, 0.93% active | AID 1463; further: on the % scale 0 is the no-effect control and ±100 the full control effect; nearly all actives have a fitted effect of over 55% in size
#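 Human tau K18 P301L (15 uM unlabeled, 0.24 uM Alexa 594-labeled) in 100 mM sodium acetate pH 7 with 20 uM heparin, 6 hr at 37 C. ThT 30 uM added, 1 hr ambient; Alexa 594 FP and total fluorescence read at 555/632 nm.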
# ALDH1A1 block: blocks purified human ALDH1A1 activity; Purified ALDH1A1, NADH fluorescence, propionaldehyde substrate; 220,000 tested, 7.3% active; P00352; Potency, µM (titrated, usually from 75.3 µM), inactives show at the highest dose activity, negative = inhibition, hits mostly inhibitors; AID 1030; active means well fitted inhibition curve with a large enough effect, not every such curve was filed as active; inconclusive means small, poorly fitted or top-dose-only effect, or another doubt; inactive means no such curve, though single readings can be large or run the other way;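 further: plate controls were no enzyme wells and a reference inhibitor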
# GAA inhib: inhibitors of human lysosomal alpha-glucosidase; purified human GAA, 4-MU-alpha-glucoside fluorescence; Potency, µM (titrated, usually from 76.9 µM), inactives show at the top dose activity change, negative = inhibition, hits mostly inhibitors; AID 1466; P10253; 200,000 tested, 0.005% active;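 further: plate controls were uninhibited enzyme wells for no effect and no-enzyme background for full effect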
#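 Read-out is 4-methylumbelliferone fluorescence (Ex 365/Em 440 nm) after NaOH/glycine stop at pH 10. Enzyme 4 nM, substrate 400 uM, pH 5.0 citrate buffer, 20 min room temperature; AC50 from Hill-equation concentration-response.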
# GAA spleen mod: lysosomal alpha-glucosidase (human) modulation; P10253; human spleen homogenate, 4-MU-alpha-glucoside fluorescence; Potency, µM (top dose mostly 79.9 µM), without a hit: at the highest dose activity change, negative = inhibition, most hits filed as inhibitors; 240,000 tested, 0.006% active; AID 2112;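 further: 0% = enzyme with vehicle and -100% = no enzyme basal signal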
#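 Human spleen homogenate (1 ug) with 4-methylumbelliferyl-alpha-D-glucopyranoside (1 mM final) in 50 mM citrate/phosphate pH 5.0, 0.01% Tween-20; 40 min at 37 C. Stopped at pH 10; 4-MU fluorescence Ex 365/Em 440 nm; AC50 by Hill fit.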
# aGal spleen mod: alpha-galactosidase A (human) modulation | human spleen homogenate, 4MU-alpha-Gal fluorescence, 40 min | Potency, µM (highest dose often 80 µM), for inactives: top-dose activity change, negative = inhibition, usual class: inhibitors | 240,000 tested, 0.008% active | AID 2107;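 further: 0% = enzyme with vehicle and -100% = no enzyme basal signal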
# Target sequence (P06280 32-429 limits assumed): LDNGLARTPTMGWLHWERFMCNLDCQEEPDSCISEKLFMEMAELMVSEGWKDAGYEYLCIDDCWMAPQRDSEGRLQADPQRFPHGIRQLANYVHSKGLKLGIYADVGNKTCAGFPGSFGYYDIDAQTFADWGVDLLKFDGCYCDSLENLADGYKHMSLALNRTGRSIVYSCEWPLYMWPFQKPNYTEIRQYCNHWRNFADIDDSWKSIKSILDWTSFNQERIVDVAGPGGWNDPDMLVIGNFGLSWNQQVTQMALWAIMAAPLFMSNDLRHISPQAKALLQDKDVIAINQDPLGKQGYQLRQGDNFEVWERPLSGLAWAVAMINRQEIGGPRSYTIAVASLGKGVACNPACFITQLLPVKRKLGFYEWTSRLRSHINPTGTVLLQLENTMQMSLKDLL
#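 qHTS titration in buffer at pH 5.0. Alpha-galactosidase activity in spleen homogenate was measured via 4-methylumbelliferone release from 1 mM fluorogenic substrate after 40 min at 37C and a pH 10 stop. AC50 came from Hill fits of control-normalized data.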
# NPSR antagonist: antagonists of human neuropeptide S receptor cAMP signaling. 220,000 tested, 1% active. CHO-NPSR cells, cAMP TR-FRET, antagonist mode. Potency, µM (series often up to 38.3 µM), for inactives: at the highest dose activity change, negative = inhibition, usual class: inhibitors. Q6W5P4. AID 1461; further: on the % scale 0 is the no-effect control and ±100 the full control effect; nearly all actives have a fitted effect of over 50% in size; many of its hits are not listed in these tables
# Target sequence (Q6W5P4 whole entry, looked up): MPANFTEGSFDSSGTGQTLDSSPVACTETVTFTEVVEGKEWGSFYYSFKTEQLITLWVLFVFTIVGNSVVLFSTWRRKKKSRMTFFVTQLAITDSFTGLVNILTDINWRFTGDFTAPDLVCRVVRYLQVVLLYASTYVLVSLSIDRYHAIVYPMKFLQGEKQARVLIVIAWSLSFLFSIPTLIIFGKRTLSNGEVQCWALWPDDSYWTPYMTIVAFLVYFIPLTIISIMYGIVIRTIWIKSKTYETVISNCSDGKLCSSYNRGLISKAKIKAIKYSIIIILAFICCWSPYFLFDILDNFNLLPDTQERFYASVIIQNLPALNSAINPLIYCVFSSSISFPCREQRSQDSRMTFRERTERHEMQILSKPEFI
# Epigenetic derep: epigenetic control regulation, reporter derepression. AID 1865. murine LDR cells, GFP reporter derepression, 30 h. 280,000 tested, 0.2% active. Potency, µM (series often up to 53.9 µM), for inactives: top-dose GFP activation, actives largely listed as activators; further: % of control where 0% means no effect; nearly all actives have a fitted effect of over 60% in size
#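 Murine LDR cells carrying a silenced, genomically integrated CMV-driven GFP reporter were exposed to compound for 30 hours at 37 C. After PBS washes, GFP-positive cells (20–120 um objects) were counted by laser-scanning microplate cytometry.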
# Starred values were filed as active, the others as inactive; ? = inconclusive; · = no result given; [ ] = remark or other dose. Unless noted, the call rests on the fitted dose curve; in most records, active means well fitted curve in the direction sought with a large enough effect; inconclusive means small, poorly fitted or top-dose-only effect, or another doubt; inactive means no such curve, though single readings can be large; an effect the other way counts as inactive or inconclusive. Potency means the concentration at half of the fitted maximal effect.
# The line under a structure holds: GAA glycogen	Tau fluor counter	ALDH1A1 block	GAA inhib	GAA spleen mod	aGal spleen mod	NPSR antagonist	Epigenetic derep
1) Oc1ccccc1/C=N/NC(=S)NC1CC2CC1C1C=CCC21 (stereo unspecified)
 : ?	12.6µM*[quencher]	-12.2%	4.7%	-17.2%	5.0%	?	?
2) O=C(CN(C1CCCCC1)S(=O)(=O)c1ccc(F)cc1)NC1CC1
 : -2.9%	-1.4%	4.1%	-11.6%	-2.9%	-8.0%	10.3%[46.1 µM]	-1.5%
3) COc1ccc(NC(=O)C2CCCN2C(=O)NCc2ccccc2)c(OC)c1 (stereo unspecified)
 : -10.1%	5.1%	-3.6%	-3.6%	3.5%	-0.6%	2.3%[46.1 µM]	-0.2%
4) C#CCOC(=O)/C(=C/c1ccc(F)cc1)NC(C)=O
 : 9.4%	2.0%	-14.4%	-5.2%	-4.7%	-2.4%	28.5%	-2.1%
5) COc1ccc(NC(=O)N2CCCC2C(=O)Nc2ccccc2)cc1 (stereo unspecified)
 : 3.1%	-4.1%	-9.9%	5.9%	-3.0%	-4.1%	7.7%[46.1 µM]	-2.8%
6) C=CCn1cc(/C=N/NC(=O)COc2cccc3cccnc23)c2ccccc21
 : -5.7%	-29.7%	17.8µM*	-3.9%	-4.4%	4.8%	-12.0%	0.0%
7) CC(=O)C1=C(C)NC2(O)c3ccccc3C(=O)C12O (stereo unspecified)
 : 3.8%	4.3%	11.2µM*	4.0%	2.2%	3.9%	11.8%	2.5%
8) O=c1nc2c(-c3ccccc3F)n[nH]n2c2ccccc12
 : 8.1%	1.6%	?	6.9%	-17.2%	3.2%	-9.5%[46.1 µM]	-2.1%
9) COc1ccc(-n2ncc3c(NCc4ccc5c(c4)OCO5)ncnc32)cc1
 : 6.1%	-20.4%	?	-2.1%	-0.2%	-16.1%	?	0.9%
10) CCCOc1ccc(N2C(=O)CC(N3CCC(c4nncn4CC)CC3)C2=O)cc1 (stereo unspecified)
 : -8.5%	3.5%	?	-9.2%	5.3%	7.6%	1.0%[46.1 µM]	0.2%
11) CCC1=C2CC[C@H]3C(=O)N(CC(=O)OC)C(=O)[C@H]3[C@H]2[C@@]2(C)C(=O)N(CC3CC3)C(=O)N2C1=O
 : ·	-15.5%	-8.3%	·	-5.5%	20.4%	·	4.8%
12) CCOc1ccc(NC(=O)CC2CC(C)(C)OC2=O)cc1 (stereo unspecified)
 : -0.9%	3.5%	9.0%	-2.2%	-3.4%	6.7%	-9.4%[46.1 µM]	1.7%
13) COc1ccc(C(=O)CC2SC(N)=NC2=O)cc1 (stereo unspecified)
 : 0.6%	1.8%	·	·	-4.6%	2.5%	13.6%	-0.9%
14) O=S(=O)(c1ccc(Cl)cc1)N1CCCC(C(F)(F)F)C1 (stereo unspecified)
 : -11.9%	-0.7%	-0.5%	0.5%	-13.9%	-0.6%	-12.7%	5.7%
15) Cc1c(NC(=O)CN2C(=O)NC(C)(c3ccc4c(c3)OCCO4)C2=O)c(=O)n(-c2ccccc2)n1C (stereo unspecified)
 : 10.9%	-1.4%	9.5%	10.4%	-5.0%	-1.6%	17.7%[46.1 µM]	0.9%
16) N#C/C(=C\c1ccc2c(c1)OCO2)C(=O)NCc1ccco1
 : 2.2%	-6.1%	-1.1%	3.0%	-3.1%	6.4%	10.3%	1.1%
17) CC(C)=CC(=O)OCC(=O)Nc1ccc(Cl)cn1
 : 5.0%	-5.1%	?	1.8%	1.2%	1.1%	-1.6%[46.1 µM]	2.8%
18) CCOC(=O)C1CCCN(Cc2c(C(=O)N3CCCCC3)nc3c(C)cccn23)C1 (stereo unspecified)
 : -9.1%	2.0%	?	·	2.4%	2.4%	1.4%	1.0%
19) O=C(CN1C(=O)c2ccccc2C1=O)NCC(=O)OCC(=O)c1cccc([N+](=O)[O-])c1
 : 6.4%	-3.3%	-11.3%	4.0%	-12.3%	-3.6%	6.2%	-0.1%
20) O=C(NCCCN1CCOCC1)c1c(O)c2ccccc2[nH]c1=O
 : 2.2%	-13.8%	9.6%	-5.0%	-2.3%	16.0%	-10.8%[46.1 µM]	-1.2%
21) COc1ccc(NS(=O)(=O)c2ccc(NC(=O)c3ccc(N(C)S(C)(=O)=O)cc3)cc2)cc1
 : -1.3%	?	2.4%	-2.6%	-1.7%	7.8%	5.7%[46.1 µM]	-0.9%
22) CC(=O)Nc1ccc(S(=O)(=O)NCC(=O)OC(C)c2ccccc2Cl)cc1 (stereo unspecified)
 : -1.1%	-19.5%	?	0.3%	-5.1%	-9.1%	3.6%	-1.9%
23) Cn1cc(CCC(=O)N2CCCC(C(=O)c3ccc(C(C)(C)C)cc3)C2)cn1 (stereo unspecified)
 : -9.7%	-2.0%	-17.2%	-1.1%	-1.9%	-3.3%	7.0%	-4.6%
24) NC(=O)CC(NC(=O)Cc1ccc(Br)cc1)c1ccc(NCCc2ccccc2F)c([N+](=O)[O-])c1 (stereo unspecified)
 : 4.1%	-12.7%	·	·	1.5%	-2.0%	1.5%	-0.1%
25) CC(=O)OC1(C(F)(F)F)Oc2ccccc2NC1=O (stereo unspecified)
 : 0.4%	0.1%	-1.4%	-5.6%	-3.2%	-4.0%	-3.5%[46.1 µM]	0.0%
26) O=C(NC(=S)NCc1cccnc1)c1ccccc1
 : -0.1%	7.9%	-1.8%	-18.7%	-1.4%	4.3%	7.5%	5.4%
27) O=C(CSc1nnnn1-c1ccc(Cl)cc1)NNC(=O)c1ccc([N+](=O)[O-])cc1
 : 8.4%	-14.8%	-2.6%	-10.3%	3.0%	0.7%	2.1%	0.1%
28) CNC(=S)Nc1ccc(C)cc1
 : -0.2%	3.3%	9.1%	-5.8%	-9.9%	1.5%	6.5%	-2.2%
29) CSC(=S)N/N=C/c1c[nH]c2ccccc12
 : -2.6%	12.6µM*[quencher]	3.0%	-0.2%	-6.5%	-4.4%	12.0%	0.0%
30) COc1ccc(-c2nnc(SCc3ccccn3)n2C)cc1
 : 2.8%	-5.3%	?	-4.7%	-4.7%	-4.8%	-4.5%[46.1 µM]	2.1%

# Next part; it opens with the four that closed the last part.
# The line under a structure holds: GAA glycogen	Tau fluor counter	ALDH1A1 block	GAA inhib	GAA spleen mod	aGal spleen mod	NPSR antagonist	Epigenetic derep
27) O=C(CSc1nnnn1-c1ccc(Cl)cc1)NNC(=O)c1ccc([N+](=O)[O-])cc1
 : 8.4%	-14.8%	-2.6%	-10.3%	3.0%	0.7%	2.1%	0.1%
28) CNC(=S)Nc1ccc(C)cc1
 : -0.2%	3.3%	9.1%	-5.8%	-9.9%	1.5%	6.5%	-2.2%
29) CSC(=S)N/N=C/c1c[nH]c2ccccc12
 : -2.6%	12.6µM*[quencher]	3.0%	-0.2%	-6.5%	-4.4%	12.0%	0.0%
30) COc1ccc(-c2nnc(SCc3ccccn3)n2C)cc1
 : 2.8%	-5.3%	?	-4.7%	-4.7%	-4.8%	-4.5%[46.1 µM]	2.1%
31) O=c1[nH][nH]c(=O)c2c(NS(=O)(=O)c3ccccc3)cccc12
 : 6.5%	-23.8%	?	2.1%	-7.7%	4.6%	-7.9%	-0.8%[10.1 µM]
32) Cc1ccc(/C=C(\NC(=O)c2ccccc2)C(=O)NCCc2ccccn2)o1
 : 6.4%	-6.4%	22.4µM*	-1.5%	-7.0%	-2.1%	1.5%	0.0%
33) Cc1ccc(NC(=S)N(CCCN2CCC(C)CC2)Cc2ccco2)cc1C
 : 0.7%	-5.9%	3.1%	-14.3%	-1.9%	-3.7%	-10.8%	-0.1%
34) O=C(NCc1ccc2c(c1)OCO2)c1cc(-c2ccncc2)nc2ccccc12
 : -2.6%	?	·	·	8.7%	7.4%	1.1%	-1.2%
35) O=C(CCS(=O)(=O)c1ccc(Br)s1)NCc1ccccc1
 : -0.9%	0.0%	0.6%	0.8%	4.2%	6.1%	-4.4%[46.1 µM]	7.8%
36) Cc1nc(Nc2cccc(O)c2)c2c3c(sc2n1)CCC3
 : -13.6%	?	·	·	2.1%	10.2%	-17.6%	-1.1%
37) Cc1ccc(NC(=O)C2=C(O)c3ccccc3N(C)S2(=O)=O)cc1
 : 6.8%	-4.6%	-13.4%	-8.4%	-0.7%	1.4%	-15.6%[46.1 µM]	-0.9%
38) O=[N+]([O-])c1ccc(S(=O)(=O)N2CCN(Cc3c[nH]c4ccccc34)CC2)cc1
 : -12.8%	?	?	-11.7%	3.3%	4.7%	-15.8%[46.1 µM]	-1.0%
39) Cc1cc(C)c(C)c(OCC(=O)O/N=C(\N)c2cccnc2)c1
 : 3.3%	-7.5%	6.3%	-0.1%[15.4 µM]	13.2%	4.3%	-3.9%	3.2%
40) COCCNc1nnc(SCC(=O)N2CCN(S(=O)(=O)c3ccccc3)CC2)s1
 : -12.3%	-4.4%	-5.7%	?	-7.7%	1.0%	-7.4%[7.67 µM]	0.0%
41) CN(Cc1ccccc1)C(=O)C1CCN(S(C)(=O)=O)CC1
 : -10.1%	15.0%	0.5%	?	7.4%	6.8%	13.1%	-2.6%
42) COc1ccc(CNC(=O)/C=C/c2ccc(S(=O)(=O)N3CCOCC3)cc2)cc1
 : 1.7%	-19.4%	-4.7%	-7.4%	2.6%	-6.4%	-11.1%	2.2%
43) COc1ccc(CN2CCC(CO)(Cc3cccc(C(F)(F)F)c3)CC2)cc1Cn1cccn1
 : -9.9%	-11.4%	7.3%	-9.0%	-25.3%	-2.1%	37.6%	0.0%
44) Cc1ccc(N2C(=O)CSC23C(=O)Nc2ccccc23)cc1 (stereo unspecified)
 : -4.0%	-11.0%	?	-22.8%	-1.5%	1.0%	-5.8%[46.1 µM]	-1.0%
45) Cc1cc(C)nc(Nc2n[nH]c(-c3ccccc3C)n2)n1
 : 22.9%	-1.5%	?	10.9%	-0.2%	-4.1%	-5.9%	-4.5%
46) Nc1nc(SC23CC4CC(CC(C4)C2)C3)ns1
 : 1.9%	-6.3%	·	·	-1.3%	2.1%	7.6%	-2.3%
47) CN(C)C(CNC(=O)CCOc1ccccc1)c1ccco1 (stereo unspecified)
 : -6.7%	-11.5%	0.4%	0.4%	-15.1%	3.9%	-7.9%	6.3%
48) CS(=O)(=O)N(CCc1ccccc1)CC(=O)N1CCN(c2ccc(F)cc2)CC1
 : 2.7%	-6.4%	-4.4%	1.8%	-19.5%	-29.3%	10.0%	-1.0%
49) OCCN(Cc1ccccc1)C(=S)Nc1ccc(Cl)cc1Cl
 : -4.6%	-19.5%	?	-6.6%	0.0%	0.4%	-19.3%	2.6%

# Some of the compounds tested (hit frequency here may not be typical).
